Screening data (PubChem)
ALOX15B inhib: 15-hLO-2 (ALOX15B) enzyme inhibition; O15296; purified 15hLO-2, xylenol orange hydroperoxide absorbance; Potency, µM (doses to about 57.1 µM), for inactives: top-dose activity change, negative = inhibition, hits mostly inhibitors; 0.56% of 110,000 active; also: potency is read from the fitted curve at half-maximal effect; nearly all actives have a fitted effect of over 60% in size; many of its hits are not listed in these tables
Target sequence (O15296 whole entry, looked up): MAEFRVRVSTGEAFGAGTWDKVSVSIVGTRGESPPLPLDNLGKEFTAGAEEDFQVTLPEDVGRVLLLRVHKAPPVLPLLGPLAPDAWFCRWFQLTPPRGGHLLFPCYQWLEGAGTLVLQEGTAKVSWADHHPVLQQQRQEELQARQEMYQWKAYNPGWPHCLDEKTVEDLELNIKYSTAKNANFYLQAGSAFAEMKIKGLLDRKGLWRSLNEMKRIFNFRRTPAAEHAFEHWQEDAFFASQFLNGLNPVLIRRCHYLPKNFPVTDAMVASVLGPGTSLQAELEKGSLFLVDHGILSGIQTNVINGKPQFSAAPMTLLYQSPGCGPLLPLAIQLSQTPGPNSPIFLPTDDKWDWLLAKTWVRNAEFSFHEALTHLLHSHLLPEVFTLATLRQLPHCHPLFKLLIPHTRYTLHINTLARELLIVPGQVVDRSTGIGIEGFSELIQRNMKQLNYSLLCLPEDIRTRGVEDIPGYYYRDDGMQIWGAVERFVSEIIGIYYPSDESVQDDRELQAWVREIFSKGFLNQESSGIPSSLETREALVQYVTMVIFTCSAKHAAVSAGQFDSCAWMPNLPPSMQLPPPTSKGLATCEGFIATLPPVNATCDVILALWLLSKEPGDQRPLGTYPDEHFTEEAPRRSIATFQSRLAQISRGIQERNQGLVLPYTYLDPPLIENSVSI
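Enzyme 50 nM, AA 45 uM, 25 mM Hepes pH 7.5 + 0.01% Triton X-100; cpd preinc 15 min RT, rxn 90 min RT; stop/detect with 200 uM XO + 300 uM Fe(II) in 50 mM H2SO4, 30 min; A573/A405.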
PNC inhibitor: blocks assembly of the perinucleolar compartment; PC3M PTB-GFP, PNC prevalence imaging, 16 h; hits give low values; activity change (PNC), negative = inhibition, % at 10 µM; 3.1% of 140,000 active; AID 2417;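 active = readout at or below -70, meaning at least 70% loss of cells showing the perinucleolar compartment, a nuclear body marking cancer cells; inconclusive = readout between -30 and a set limit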;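 also: plate controls were DMSO wells for no effect and camptothecin positive control wells for full effect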
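Read-out is percentage of cells bearing a perinucleolar compartment, from automated 20x imaging of fixed, Hoechst-stained PC3M PTB-GFP cells. Cells were seeded 4 h, then exposed 16 h to compound (23 nl of library stock) in duplicate plates.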
IMPase inh: cell-permeable inhibitors of inositol monophosphatase (IMPase); P97697; CHO-M1 cells, IP1 accumulation, HTRF TR-FRET ratio; inhibition (IP1 accumulation), % at 46.1 µM; 120,000 tested, under 10 active; active = well fitted curve in the direction sought with a large enough effect in the signal ratio, not every such curve was filed as active; inconclusive = small, poorly fitted or top-dose-only effect, or a change in a side signal; inactive = no such curve, though single readings can be large or run the other way; the % refers to the signal ratio;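 also: cells stimulated with carbachol in lithium chloride buffer; plate controls were DMSO basal wells for no effect and reference inhibitor wells for full effect; higher means more IMPase inhibition seen as more IP1 and lower FRET ratio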
Target sequence (P97697 whole entry, looked up): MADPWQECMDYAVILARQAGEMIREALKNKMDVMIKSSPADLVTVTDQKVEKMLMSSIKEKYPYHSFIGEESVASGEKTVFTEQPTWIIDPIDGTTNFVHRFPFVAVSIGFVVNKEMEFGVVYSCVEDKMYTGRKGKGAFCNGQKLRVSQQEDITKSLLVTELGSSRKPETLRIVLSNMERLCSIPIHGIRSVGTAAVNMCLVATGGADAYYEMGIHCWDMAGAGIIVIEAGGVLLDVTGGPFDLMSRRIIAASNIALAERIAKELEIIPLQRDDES
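Seeded CHO-M1 cells were dosed with compound at up to 46 uM, stimulated with carbachol for 30 min, then lysed in IP-One detection reagents. Higher IP1 lowers the TR-FRET signal.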
ALOX12 inhib: blocks human 12-lipoxygenase activity. P18054. purified 12-hLO, xylenol orange hydroperoxide absorbance. Potency, µM (top dose mostly 57.1 µM), inactives show at the highest dose activity change, negative = inhibition, hits mostly inhibitors. 0.12% of 150,000 active; also: potency is read from the fitted curve at half-maximal effect; nearly all actives have a fitted effect of over 55% in size; many of its hits are not listed in these tables
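150 nM 12hLO, 25 mM Hepes pH 7.0 + 0.01% Triton X-100; cpd preinc 15 min RT; 40 uM arachidonic acid, 30 min RT; Fe-XO 30 min; A573/A405 ratio as read-out.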
* = called active by the depositor; ? = inconclusive; / = no result given; [ ] = remark or other dose. Unless noted, calls follow the shape of the dose curve; as a rule, active = well fitted curve in the direction sought with a large enough effect; inconclusive = small, poorly fitted or top-dose-only effect, or another doubt; inactive = no such curve, though single readings can be large; an effect the other way counts as inactive or inconclusive. Unless noted, % is scaled to controls: 0 for no effect and ±100 for the full control effect. The list is partial. The share of hits here may be higher or lower than overall.

SMILES | ALOX15B inhib | PNC inhibitor | IMPase inh | ALOX12 inhib
CCN(CC)S(=O)(=O)c1ccc(-c2nnc(SCC(=O)N3CCOCC3)o2)cc1 | -4% | -6 | 1 | -5%
CCc1nc(SCc2cc(Cl)ccc2OC)n[nH]1 | 14%[2.29 µM] | 17 | 9 | -2%
Cc1nn(-c2ccccc2)c2sc(C(=O)OCC(=O)N3CCCCC3)cc12 | -5% | ? | -11 | -3%
N[C@@H](Cc1cccnn1)C(=O)O | 0%[11.4 µM] | / | / | -5%[11.4 µM]
CCN(CC)CC(=O)Nc1nn(-c2ccccc2)nc1C(N)=O | 4% | 77 | 5 | 3%
CCCCNC(=O)c1onc(CCl)c1C(=O)OC | 9% | ? | 0 | 4%
O=C(c1ccco1)N1CCN(C(c2ccccc2Cl)c2nnnn2Cc2cccs2)CC1 (stereo not given) | -13% | -27 | 17 | -10%
S=C1NC(c2ccccc2)N2C(=S)NC(c3ccccc3)N12 (stereo not given) | -10% | ? | -3 | ?
FC(F)Sc1ccc(NC(=S)NC2CCCCC2)cc1 | -27% | 27 | 5 | ?
COc1ccc(C(=O)NCC(c2cccnc2)N2CCN(c3ccccc3OC)CC2)cc1OC (stereo not given) | 5% | ? | -5 | -3%
O=C(Nc1nnc(COc2ccc(F)cc2)s1)c1cccs1 | -2% | ? | -2 | -2%
COc1cc(C(=O)/C=C/Nc2ccc(NC(C)=O)cc2)cc(OC)c1OC | / | -95* | / | 0%
CCCC1C2CN(C(C)=O)CC=C2C(C#N)=C(N)C1(C#N)C#N (stereo not given) | -3% | -5 | 5 | -1%
COc1cc(-c2nn3c(-c4cccnc4)nnc3s2)cc(OC)c1OC | -9% | 17 | -13 | 0%
COc1ccc(-c2nc3ccccc3n2Cc2ccc(C)cc2)cc1 | 25% | -82* | 3 | -20%
CSc1nc(N)nc(SCC(=O)C(C)(C)C)c1C#N | 13% | 17 | 3 | -3%
Cc1ccc(-c2csc(=S)n2CC(=O)OCC(=O)NCc2ccc(F)cc2)cc1 | -15% | -19 | 17 | -17%
O=S(=O)(c1ccccc1)N1CCC[C@@]2(CCN(Cc3cc(C(F)(F)F)cc(C(F)(F)F)c3)C2)C1 | 6% | / | / | -8%
CC(=O)C1=C(c2ccccc2)OC(N)=C(C#N)C1c1ccccc1C (stereo not given) | / | ? | 4 | -4%
Cc1ccc(OCC(O)CNS(=O)(=O)c2ccccc2C(=O)N2CCCCC2)cc1 (stereo not given) | 7% | 29 | 0 | -4%
CC(=O)Nc1ccc(NC(=O)C2CCN(S(=O)(=O)c3cccc4nonc34)CC2)cc1 | -4% | -24 | -1 | -2%
CC(C)O | -7% | / | / | 1%
Cc1cc(C)cc(OCC(=O)OCC(=O)NCCC2=CCCCC2)c1 | / | 32 | / | 1%
COc1cc2c(cc1OC)C(C(=O)O)C(c1ccc(C)o1)N(C)C2=O (stereo not given) | -4% | 10 | 1 | -5%
Oc1c(Cl)cc(Cl)cc1C=Nc1ccccc1N1CCCC1 | / | ? | / | -15%
CCCc1nc(-c2ccccc2O)n(-c2ccccc2)n1 | 5% | -6 | 8 | -6%
C=CCCC(=O)Nc1nc(C)c(-c2csc(Nc3cc(OC)ccc3OC)n2)s1 | 16% | -8 | 8 | -28%
CCC(=O)N1c2ccc(S(=O)(=O)CCC(=O)N3CCN(c4ccccc4)CC3)cc2CC1C (stereo not given) | 1% | 53 | -1 | 8%
CC(=O)c1c(C)[nH]c(C(=O)COC(=O)c2cccc(S(=O)(=O)N(C)c3ccccc3)c2)c1C | / | 23 | / | -3%
C/C(CCc1ccccc1)=N\NC(=O)CCc1ccccc1 | / | -24 | / | -1%
CC(=O)NCCOc1ccc(C(=O)O)cc1 | 2% | -5 | 4 | -3%
Cc1ccc2[nH]cc(CCCN3C(=O)c4ccccc4C3=O)c2c1 | / | 5 | -1 | -3%
c1cnc(N2CCN(Cc3ccc4c(c3)OCO4)CC2)nc1 | 12% | 4 | 5 | -4%
c1ccc(-c2n[nH]c3ccccc23)cc1 | 8%[2.29 µM] | 17 | -3 | 2%
O=C(COc1ccccc1)OC(C(=O)c1ccccc1)c1ccccc1 (stereo not given) | / | 26 | 7 | -6%
CCN(CC)S(=O)(=O)c1ccc(C(=O)Nc2cc(C)cc(C)c2)cc1 | -3% | 32 | ? | -2%
Cc1cc(N2CCN(c3ccccn3)CC2)n2cc(-c3ccccc3)nc2n1 | 1% | ? | 19 | 4%
CCNCc1cc(Br)c(OCC(=O)Nc2ccccc2)c(OC)c1 | / | 39 | 6 | 14%
O=C(O)c1cccc(NC(=O)c2cccc(S(=O)(=O)N3CCCCC3)c2)c1 | -4% | 6 | 4 | -8%
Cc1cc(C(F)(F)F)n2nc(-c3sccc3-n3cccc3)cc2n1 | 5% | -25 | -4 | -1%
COc1ccc2c(c1)SC(C)CC2=O (stereo not given) | -10% | 0 | 0 | 2%
Cc1cc(C)nc(SCC(=O)Nn2cnnc2)n1 | 0% | 3 | 4 | -1%
Cc1cccc(-n2cc(-c3ccccc3)c3c(=O)[nH]cnc32)c1 | / | 48 | / | -6%
OCCN1CCN(CCOc2cccc(Cl)c2)CC1 | 19% | -25 | 0 | 7%
N#C/C(=C/c1ccc(N2CCCCC2)o1)C(=O)NCCc1c[nH]c2ccccc12 | / | -87* | 5 | -7%
OCCOCCN1CCN(C2=Nc3ccccc3Sc3ccccc32)CC1 | 18%[0.0915 µM] | / | / | 2%[0.00818 µM]
O=C(COC(=O)c1cccc2c1C(=O)c1ccccc1C2=O)NC1CCCCC1 | / | ? | 4 | -1%
COc1cc(SC)ccc1C(=O)Nc1ccc2c(c1)OCCO2 | 3% | 49 | 6 | -7%
CC(C)c1ccc2[nH]c(O)c(N=NC(=O)c3ccc(CSc4nncn4C)cc3)c2c1 | / | ? | -7 | 2%
O=C(Cc1cccs1)Nc1cccc(-c2nc3ccccc3[nH]2)c1 | / | 3 | / | 0%
(further entries)
SMILES | ALOX15B inhib | PNC inhibitor | IMPase inh | ALOX12 inhib
Cc1ccccc1-c1noc(CCC(=O)NCC2CCCO2)n1 (stereo not given) | -4% | 3 | 2 | -7%
COc1ccccc1CCNC(=O)C(=O)NCC1OCCN1S(=O)(=O)c1ccc(Br)cc1 (stereo not given) | / | -7 | / | -4%
COc1cc2cc(C)c(SCC(=O)N3CCOCC3)nc2cc1OC | -1% | -13 | 1 | -2%
CC(C)Oc1cc(NC(=O)CS(=O)CC(=O)Nc2cccc(C(F)(F)F)c2)c(Cl)cc1Cl (stereo not given) | -11% | 10 | 4 | -11%
Nc1nc(SCc2ccc3c(c2)OCCO3)n[nH]1 | -6% | 7 | 8 | -5%
CCOC(=O)c1sc2ccc(S(=O)(=O)N3CCOCC3)cc2c1N | -5% | -27 | -2 | -4%
O=C(OC1CCOC1=O)c1cc(-c2ccc(Br)cc2)nc2ccccc12 (stereo not given) | 5% | -119* | -14 | -1%
CCCc1cc(=O)[nH]c(SCc2cc(Cl)ccc2OC(F)F)n1 | -13% | 21 | 7 | -1%
O=C(/C=C/c1ccc(Cl)cc1)N1CCN(c2ncccn2)CC1 | -6% | 26 | -1 | -6%
CC(CN1CCOCC1)OC(=O)C(c1ccccc1)c1ccccc1 (stereo not given) | / | ? | 7 | -7%
COc1ccc(C2C(C(=O)NCc3cccnc3)c3ccccc3C(=O)N2C)cc1OC (stereo not given) | -2% | ? | 2 | 0%
O=C(c1ccco1)N1CCN(C(c2ccccc2)c2nnnn2Cc2cccs2)CC1 (stereo not given) | -5% | -22 | 4 | -14%
CCCCNC(=O)c1cc(-c2ccc(OC)cc2)on1 | 3% | 14 | 16 | 3%
CCCN1C(=O)C2(/C(=C(\O)c3ccc4c(c3)OCCO4)C(=O)C(=O)N2CCCOC)c2ccccc21 (stereo not given) | 12% | 23 | ? | 2%
O=C(NCc1ccccc1)c1cccc(NS(=O)(=O)c2cccc3cccnc23)c1 | / | 14 | / | 1%
Cc1c(NC(=O)COc2ncnc3c(Cl)cc(Cl)cc23)c(=O)n(-c2ccccc2)n1C | 4% | 20 | -3 | -6%
CC1=C(C(=O)OCc2ccccc2)C(c2ccccn2)c2c(n(C)c(=O)n(C)c2=O)N1 (stereo not given) | 2% | -1 | 1 | 6%
Cn1cnnc1SCC(=O)Nc1sccc1C#N | -3% | 42 | ? | 4%
CCc1nnc(NC(=O)CCC(=O)N2CCN(CCOc3ccc(C)cc3)CC2)s1 | 11% | 35 | 8 | 3%
CC(=O)c1ccc(N2CCC(c3cc(-c4ccc(Cl)cc4Cl)n[nH]3)CC2)c([N+](=O)[O-])c1 | 14% | ? | 13 | -9%
CC(=O)c1c(C)[nH]c(C(=O)Nc2nc(-c3ccc(-c4ccccc4)cc3)cs2)c1C | / | -6 | / | -1%
O=C(CCCCn1c(=O)[nH]c2ccccc2c1=O)N1CCN(c2ncccn2)CC1 | / | 5 | / | 0%
COC(=O)CN(c1cc(Cl)ccc1OC)S(=O)(=O)c1ccc(OC)c(OC)c1 | / | -1 | / | -3%
COC(=O)c1cc(C(=O)c2cccc(Cl)c2Cl)cn1C | 9% | -11 | -6 | 2%
CCn1nc(C)c(/C=N\NC(=O)c2cccc(OC)c2)c1C | / | ? | / | 3%
COC(=O)C1(Cc2ccccc2)C2c3cc(C(=O)N4CCCC4)n(Cc4ccc(OC(F)(F)F)cc4)c3CC2CN1C(=O)c1ccccc1 (stereo not given) | 20% | / | / | -9%
Cc1sc(NC(=O)Cc2ccc3c(c2)OCO3)nc1-c1ccc2c(c1)CCN2C(=O)c1cccc(F)c1 | / | -119* | 8 | -2%
Cc1nc2sc(-c3ccccc3)cc2c(=O)n1-n1cccc1 | -11% | -20 | 7 | -4%
CCOC(=O)c1ccccc1NC(=O)CN(c1ccccc1)S(=O)(=O)N(C)C | 2% | 3 | ? | -5%
CC(=O)OC1CC2C(C)(C)C(O)CCC2(C)C2CC[C@]3(C)C(=CC(=O)OC3c3ccoc3)C12C (stereo not given in full) | -11% | / | / | -1%
CC(C)(C)c1ccc(NC(=O)CC2(C(F)(F)F)OCCO2)cc1 | 5% | ? | 5 | 7%
C=CCn1c(=O)c2ccccc2n2c(SCc3c(C(=O)OCC)oc4ccccc34)nnc12 | -8% | ? | 5 | -3%
Cn1c(=O)c2c(nc(Br)n2CC(=O)c2cccs2)n(C)c1=O | 0% | 18 | -4 | 1%
CCOc1cc(C(=S)N2CCCCC2)ccc1OS(=O)(=O)c1ccc(Br)cc1 | ? | 24 | 9 | -25%
CCN(CC)c1ccc(C2NC(=O)NC(C)=C2C(=O)Nc2ccccc2)cc1 (stereo not given) | 3% | -20 | 10 | -2%
Cc1cc(C)n(CC(=O)N/N=C/c2ccccn2)n1 | / | -26 | / | 2%
O=C(O)C1C2C=CC3(CN(C/C=C/c4ccccc4)C(=O)C13)O2 (stereo not given) | 6% | 29 | 11 | -2%
